Source: PubChem BioAssay (The Scripps Research Institute Molecular Screening Center)
CHO-K1 Ca ag – counter-screen for M1 agonists: effect in parental CHO-K1 cells | Fluo-8 calcium fluorescence; scaled to maximal ATP response, vehicle zero | activation, % at 3 µM | actives 0.48% (n = 360,000) | AID 602248; in the data active = activation above about 15%;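 also: untransfected CHO-K1 host cells lacking M1 receptor as counterscreen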
CHO parental Ca – signal in parental CHO cells, OX1R antagonist counter-screen. parental CHO-K1, ATP-induced calcium, Fluo-8 fluorescence. inhibition, % at 5.6 µM. actives 0.63% (n = 330,000). AID 463079;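 active = inhibition above that plate's mean sample inhibition plus 3 SD, cut at about 26% in these data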;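 also: 0% = ATP-challenged DMSO wells and 100% = DMSO wells without ATP; some compounds past the cut are filed as inactive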
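Assay system: parental CHO cells; Read-out basis: percent inhibition of ATP-evoked calcium rise, normalized to controls; Benchmarks: ATP and no-ATP DMSO wells; Compound dosing: single nominal dose of 5.6 µM per compound; Signal: Fluo-8 calcium dye fluorescence; Also added: ATP as calcium-mobilizing challenge; Repeats: singlicate.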
CHRM1 antagonist – antagonists of human M1 muscarinic receptor; CHO-K1 hM1, Fluo-8 calcium fluorescence, ACh EC80 antagonist; inhibition, % at 3 µM; actives 1.3% (n = 360,000); AID 588852;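 active = percent inhibition above its own plate's cutoff, namely the mean of that plate's compound wells plus 3 SD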;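 also: peak over basal fluorescence ratio during 140 s after agonist addition; 0% = ACh EC80 plus DMSO and 100% = DMSO alone without agonist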
M4 antag – CHRM4 antagonism in calcium assay; actives 0.73% (n = 360,000); CHO-hM4 cells, ACh EC80, Fluo-8 calcium fluorescence; inhibition, % at 3 µM;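 active = inhibition above its plate's cutoff, the mean inhibition of sample wells plus 3 SD, cut at about 27% in these data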;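 also: 0% = acetylcholine EC80 with DMSO and 100% = DMSO without agonist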
Target sequence (P08173 whole entry, looked up): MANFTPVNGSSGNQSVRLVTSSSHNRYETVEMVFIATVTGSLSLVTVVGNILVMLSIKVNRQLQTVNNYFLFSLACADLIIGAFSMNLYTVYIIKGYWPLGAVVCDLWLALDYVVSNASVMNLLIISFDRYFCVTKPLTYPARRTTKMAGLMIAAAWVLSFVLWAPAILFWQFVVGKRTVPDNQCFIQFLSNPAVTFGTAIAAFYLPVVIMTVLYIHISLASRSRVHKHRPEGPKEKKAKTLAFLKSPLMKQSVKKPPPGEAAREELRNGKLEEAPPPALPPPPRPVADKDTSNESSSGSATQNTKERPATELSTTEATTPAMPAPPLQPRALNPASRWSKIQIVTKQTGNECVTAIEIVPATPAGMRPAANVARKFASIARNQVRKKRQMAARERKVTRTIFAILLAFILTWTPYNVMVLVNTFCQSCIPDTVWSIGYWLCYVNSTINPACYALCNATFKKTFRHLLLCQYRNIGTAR
M4 ag – CHRM4 agonism in calcium assay; P08173; CHO-K1 hM4/Gqi5, Fluo-8 calcium fluorescence; vehicle 0%, full acetylcholine response 100%; activation, % at 3 µM; actives 0.14% (n = 360,000); AID 624127;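 active = activation above the run mean over all test wells plus 3 SD, cut at about 32% in these data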;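 also: peak over basal fluorescence ratio per well then scaled between controls; 0% = DMSO wells and 100% = acetylcholine at EC100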
CHO-K1 Ca antag – nonselective inhibitor or artifact in parental CHO-K1 cells. inhibition, % at 3 µM. ATP-induced calcium, Fluo-8 fluorescence. AID 602250. actives 0.6% (n = 360,000);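 active = inhibition above a per-plate cutoff, the plate's mean sample inhibition plus 3 SD, cut at about 24% in these data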;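 also: 0% = DMSO plus EC80 ATP and 100% = DMSO alone without ATP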
OXTR potentiate – potentiates the human oxytocin receptor response; CHO-OTR cells, Fluo-8 calcium fluorescence, potentiator mode; 0% = oxytocin EC15, 100% = EC100; activation, % at 3 µM; actives 0.061% (n = 320,000); AID 2445;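 active = activation above that plate's cutoff, the mean activation of tested compounds plus 3 SD, cut at about 6.6% in these data, passing the limit was not always enough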;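 also: 100% uses oxytocin at 75 nM as the full agonist control; some results filed as inactive read as strong as hits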
Target sequence (P30559 whole entry, looked up): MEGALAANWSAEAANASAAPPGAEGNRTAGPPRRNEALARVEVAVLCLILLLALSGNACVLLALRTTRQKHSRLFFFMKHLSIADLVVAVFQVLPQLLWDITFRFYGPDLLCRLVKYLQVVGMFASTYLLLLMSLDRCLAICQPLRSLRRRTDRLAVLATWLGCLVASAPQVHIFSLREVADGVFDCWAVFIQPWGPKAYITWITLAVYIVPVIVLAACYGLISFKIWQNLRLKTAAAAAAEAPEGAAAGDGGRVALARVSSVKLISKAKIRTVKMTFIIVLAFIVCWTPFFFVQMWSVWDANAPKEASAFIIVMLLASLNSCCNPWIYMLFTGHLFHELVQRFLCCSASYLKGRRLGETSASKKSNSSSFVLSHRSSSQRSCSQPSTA
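Dosing: Single dose, 3.0 µM nominal final compound concentration | Material: Human OTR in CHO cells | Technique: Kinetic Fluo-8 calcium fluorescence | Benchmarks: EC15 oxytocin alone as 0%, 75 nM oxytocin as 100% | Probe or stimulus: Oxytocin at about EC15, sub-maximal agonist stimulus | Incubation: Compound 6 min at room temperature before oxytocin, 100 s read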
CHRM1 PAM – positive allosteric modulators of human M1 muscarinic receptor | P11229 | actives 0.088% (n = 360,000) | AID 588819 | CHO-K1 hM1, Fluo-8 calcium fluorescence, ACh EC20; 0% = ACh EC20, 100% = maximal ACh | activation, % at 3 µM; in the data active = activation above about 19%, passing the limit was not always enough
CHRM1 agonist – activates human CHRM1 receptor. CHO-K1 hM1, Fluo-8 calcium fluorescence, agonist mode; 0% DMSO, 100% acetylcholine EC100. activation, % at 3 µM. actives 0.33% (n = 360,000). AID 588814;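 active = activation above the run's mean compound activation plus 3 SD, cut at about 16% in these data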;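 also: peak over basal fluorescence ratio within a 140 s kinetic read after compound addition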
An asterisk follows results filed as active; / = no result given; & = joins results of further samples. An unsorted share of the library. About 2.9% of those tested had a hit in this group.

entry	Structure	CHO-K1 Ca ag	CHO parental Ca	CHRM1 antagonist	M4 antag	M4 ag
1	O=Cc1c(NCc2cccc(F)c2)c2ccccc2[nH]c1=O	1.1	13.2	8.2	6.3	0.9
2	Cc1cc(NC(=O)CN2CCN(c3ncccn3)CC2)no1	-0.4	1.8	-33.2	2.0	-0.2
3	CCCCC(NC(C)=O)c1nc2ccccc2n1CCC (stereo unspecified)	-0.3	-2.0	-5.1	-3.3	0.2
4	CCN1CCN(c2ccc(S(=O)(=O)N3CCOCC3)cc2NC(=O)/C=C/c2ccc(OC)c(OC)c2)CC1	0.3	-11.9	-1.4	-24.3	0.3
5	Cc1csc(NC(=O)CSc2nnc(NC(=O)NC(C)(C)C)s2)n1	1.6	-10.2	-16.3	0.2	5.2
6	COc1ccc(/C(C)=N/NC(=S)Nc2cc(C)ccc2C)cc1	-0.6	2.3	7.9	2.4	2.4
7	COC(=O)C1=C(NC(=O)c2cccc(OC)c2)CCS1	0.1	-29.8	-9.2	-8.3	-2.1
8	CN(CCCN1CCOCC1)Cc1cn(C)nc1-c1ccccc1F	-0.2	-4.6	-8.5	3.9	0.6
9	Cc1ccc(C2(CCNCc3ccc(N(C)C)cc3)CCOC(C(C)C)C2)cc1 (stereo unspecified)	6.2	-5.9	0.2	6.7	10.8
10	O=C(c1cccc(N2C(=O)C3C4C=CC(C4)C3C2=O)c1)N1CCN(c2ccccc2Cl)CC1 (stereo unspecified)	6.7	-20.0	0.5	2.9	2.2
11	CCOC(=O)c1ccc(N=Nc2c(C)c(C#N)c(O)[nH]c2=O)cc1	0.4	1.9	13.1	3.5	0.3
12	CC(=O)c1ccc(NS(=O)(=O)c2ccc3c(c2)CCC(=O)N3)cc1	0.8	4.1	-4.5	-11.9	1.3

entry	CHO-K1 Ca antag	OXTR potentiate	CHRM1 PAM	CHRM1 agonist
1	-8.0	-16.6	-1.0	-8.3
2	-10.1	-4.3	7.4	0.9
3	6.1	-10.0	5.2	-2.4
4	-7.3	-5.7	3.9	-7.4
5	-3.1	-3.5	2.4	-0.2
6	6.4	-4.2	-0.1	-0.5
7	-14.3	-2.4	1.3	-7.0
8	-4.6	-14.0	3.5	-7.2
9	-14.5	-5.3	12.0	-0.4
10	-9.4	-3.5	0.7	0.4
11	-11.1	-6.5	-5.8	-3.9
12	-16.2	-3.4	4.0	-4.0

An excerpt from above in order of the CHRM1 antagonist value, high to low:
no.	canonical_smiles	CHRM1 antagonist	M4 antag	M4 ag	OXTR potentiate	CHRM1 PAM	CHRM1 agonist
11	CCOC(=O)c1ccc(N=Nc2c(C)c(C#N)c(O)[nH]c2=O)cc1	13.1	3.5	0.3	-6.5	-5.8	-3.9
10	O=C(c1cccc(N2C(=O)C3C4C=CC(C4)C3C2=O)c1)N1CCN(c2ccccc2Cl)CC1 (stereo unspecified)	0.5	2.9	2.2	-3.5	0.7	0.4
9	Cc1ccc(C2(CCNCc3ccc(N(C)C)cc3)CCOC(C(C)C)C2)cc1 (stereo unspecified)	0.2	6.7	10.8	-5.3	12.0	-0.4
12	CC(=O)c1ccc(NS(=O)(=O)c2ccc3c(c2)CCC(=O)N3)cc1	-4.5	-11.9	1.3	-3.4	4.0	-4.0
3	CCCCC(NC(C)=O)c1nc2ccccc2n1CCC (stereo unspecified)	-5.1	-3.3	0.2	-10.0	5.2	-2.4
2	Cc1cc(NC(=O)CN2CCN(c3ncccn3)CC2)no1	-33.2	2.0	-0.2	-4.3	7.4	0.9

Returning to the listing, starting 2 compounds before the break.
entry	Structure	CHO-K1 Ca ag	CHO parental Ca	CHRM1 antagonist	M4 antag	M4 ag
11	CCOC(=O)c1ccc(N=Nc2c(C)c(C#N)c(O)[nH]c2=O)cc1	0.4	1.9	13.1	3.5	0.3
12	CC(=O)c1ccc(NS(=O)(=O)c2ccc3c(c2)CCC(=O)N3)cc1	0.8	4.1	-4.5	-11.9	1.3
13	COC(=O)C1=C(C)Nc2ncnn2C1c1ccco1 (stereo unspecified)	0.8	2.8	-5.4	-8.3	-0.6
14	C[C@@H](NC(=O)C1(c2ccccc2)CCN(C(=O)OC(C)(C)C)CC1)C(=O)N[C@@H](C(=O)O)c1ccccc1	-0.4	-5.6	-10.1	-7.4	0.9
15	COC(=O)[C@@]1(Cc2ccc(F)cc2)[C@H]2c3cc(C(=O)N4CCCC4)n(CCSCCO)c3C[C@H]2CN1C(=O)c1ccccc1	1.7	/	/	-14.7	4.1
16	COc1cc(Cl)c(S(=O)(=O)NCc2ccccn2)cc1Cl	0.8	-8.7	-9.6	-9.1	0.9
17	CC1Cc2ccccc2N1C1=NS(=O)(=O)c2ccccc21 (stereo unspecified)	0.3	-16.9	-10.8	-6.0	0.9
18	CCC(NC(=O)c1ccccc1NC(=O)c1ccccc1)C(=O)O (stereo unspecified)	0.1	-3.7	-7.3	0.7	1.8
19	COC(=O)CSc1nc2cc(Cl)ccc2c(=O)n1C1CCCC1	1.4	-18.7	3.8	26.0	6.6
20	COc1cccc(C(=O)Nc2nnc(-c3ccc(OC)cc3OC)s2)c1	1.1	-12.1	-18.6	2.8	0.7
21	Cc1ccc(S(=O)(=O)N(C)C)cc1NC(=O)CN1CCCC1	0.6	-4.6	-8.8	-1.3	0.9
22	CC(C)N(C(=O)NC(=O)Nc1ccccn1)S(C)(=O)=O	0.2	-0.3	-6.8	-0.5	0.7
23	Cc1ccc(S(=O)(=O)N2CCCOC2CNC(=O)C(=O)NCCN2CCOCC2)cc1 (stereo unspecified)	0.8	2.2	-14.2	-10.3	0.2
24	Nc1nc(N)c2sc3nc4c(cc3c2n1)CCC4	0.0	-15.9	-3.8	-14.0	0.7

entry	CHO-K1 Ca antag	OXTR potentiate	CHRM1 PAM	CHRM1 agonist
11	-11.1	-6.5	-5.8	-3.9
12	-16.2	-3.4	4.0	-4.0
13	-10.5	-4.2	9.4	-2.2
14	1.9	-1.5	2.6	-3.0
15	-9.7	/	/	/
16	-19.7	-4.7	5.5	-3.4
17	-15.3	1.8	-3.3	-4.2
18	-16.8	0.5	8.4	4.9
19	-1.2	-5.0	-4.4	-2.4
20	-10.5	3.0	9.8	1.6
21	-11.5	-9.4	21.1	-4.3
22	-3.7	7.8	5.2	-0.8
23	0.0	-2.5	10.1	-1.5
24	-8.6	-3.7	4.2	-5.3

Next section:
entry	Structure	CHO-K1 Ca ag	CHO parental Ca	CHRM1 antagonist	M4 antag	M4 ag
25	Clc1ccc(CO/N=C2\CCCc3nonc32)cc1	-0.1	-8.3	-3.6	2.5	-3.0
26	CN1CCN(C(=O)NCC23CC4CC(CC(C4)C2)C3)CC1	1.1	-5.1	-10.5	-1.4	3.7
27	CC(C)(C)C(=O)OCC1OC(n2cnc(C(N)=O)n2)C(O)C1O (stereo unspecified)	0.4	-4.2	-2.6	-12.8	-0.3
28	COCCCNC(=S)N1CCN(S(C)(=O)=O)CC1	0.3	-1.6	6.3	-0.7	1.3
29	COc1ccc2c(c1)-c1nc(/N=C/c3ccc(O)c(OC)c3)sc1CC2	0.1	-6.4	5.5	-2.9	0.4
30	CCCCN(C)c1c(C)nc2ccc(C(=O)NCCOc3ccc(OC)cc3)cn12	13.9	/	38.7*	10.3	12.4
31	Cc1ccc(S(=O)(=O)N(C)C)cc1NC(=O)COc1ccccc1C(=O)Nc1ccccc1	5.1	8.2	16.0	1.8	15.7
32	O=C(CCc1ccc(Oc2cc([N+](=O)[O-])cc([N+](=O)[O-])c2)cc1)NC1CCCC1	5.3	-10.4	-1.1	-5.7	9.2
33	COc1ccc(NC(=O)CNC(=O)Cc2cccc3ccccc23)cc1	1.1	-12.6	5.5	2.0	1.5
34	O=C(CN(c1ccc2c(c1)OCCO2)S(=O)(=O)c1ccccc1)NCc1ccc(Cl)cc1	6.2	-17.3	25.7	21.6	19.2
35	Oc1[nH]c(=S)sc1/C=C1\C(c2ccccc2)=Nc2ccccc21	1.9	17.6	10.0	7.3	1.7
36	Cc1cc2oc(=O)cc(-c3ccccc3)c2c(C)c1-c1ccc(F)c(Cl)c1	2.6	-15.4	-11.5	-23.9	8.4

entry	CHO-K1 Ca antag	OXTR potentiate	CHRM1 PAM	CHRM1 agonist
25	-11.9	-5.4	1.0	-8.2
26	-12.0	-7.8	7.5	-5.4
27	-4.4	5.7	1.6	-4.1
28	6.2	0.9	-0.5	-1.9
29	12.3	3.4	6.7	-4.0
30	29.6*	/	-20.0	-0.7
31	13.9	-13.6	-8.9	-2.5
32	-9.9	-7.9	-8.2	-8.2
33	-2.3	-7.1	-0.2	-3.1
34	-6.0	-2.9	-10.0	2.6
35	-5.8	-6.4	-0.9	10.2
36	-13.5	/	0.6	-2.7

The list continues:
entry	Structure	CHO-K1 Ca ag	CHO parental Ca	CHRM1 antagonist	M4 antag	M4 ag
37	O=C(O)CC(=O)NC12CC3CC(CC(C3)C1)C2	-0.3&-0.6	1.5&-5.5	1.6&-4.5	8.9&19.9	0.7&0.5
38	CC(C)c1ccc(N(C(=O)c2ccco2)C(C(=O)NC2CCCC2)c2ccncc2)cc1 (stereo unspecified)	-1.2	-13.0	-13.6	-20.5	0.1
39	O=C(CC1SC2=NCCN2C1=O)Nc1ccccc1 (stereo unspecified)	0.1	3.1	14.8	6.2	0.6
40	Cc1ccc(F)cc1C(=O)N1CCCCC1c1cc(C(=O)Nc2cccc(C#N)c2)no1 (stereo unspecified)	4.5	/	-4.3	-1.7	11.0
41	O=C(CN1CCCCC1)Nc1ccc(S(=O)(=O)NC2CCCCC2)cc1	4.2	-12.7	-2.9	-3.5	4.7
42	O=C(CNC1CCCC1)Nc1ccc(S(=O)(=O)N2CCCCC2)cc1	2.2	4.5	-2.8	-2.1	1.1
43	CC(=O)NC(c1ccco1)c1cc(F)c2cccnc2c1O (stereo unspecified)	0.3	-7.2	-7.7	-10.6	-0.5
44	CN(C)c1ccc(Nc2nc(-c3cccnc3)cs2)cc1	0.2	-28.1	-8.1	3.1	-0.7
45	Cc1ccc(NC(=O)Nc2ccccc2CC[N+](=O)[O-])cc1	3.0	-15.8	-5.2	2.7	5.6
46	CCCCC(CC)C(=O)Nc1ncc([N+](=O)[O-])s1 (stereo unspecified)	8.4	38.2*	49.5*	7.0	11.6
47	CCC(C)(C)NC(=O)C1CCCN(S(=O)(=O)c2ccc3c(c2)CC(C)N3C(=O)C2CC2)C1 (stereo unspecified)	0.3	-18.8	-1.8	-1.4	4.2
48	NC(=S)NN=C1Cc2cccc3cccc1c23	-0.2	/	-11.9	-4.3	0.9

entry	CHO-K1 Ca antag	OXTR potentiate	CHRM1 PAM	CHRM1 agonist
37	14.2&16.9	-9.5&-3.6	1.4&5.0	-1.2&1.9
38	-6.1	0.1	13.1	2.1
39	-7.5	-4.1	-1.4	-2.0
40	-13.9	/	2.4	-5.3
41	-11.3	-7.9	6.2	-7.5
42	-5.9	-7.2	0.0	-10.2
43	-9.9	-2.0	9.3	-6.6
44	-10.1	-0.9	7.0	-4.3
45	-3.2	-5.3	5.8	-2.0
46	25.8*	-13.1	-23.0	-3.2
47	-3.8	-5.7	6.0	-3.5
48	-14.6	/	8.2	-1.7
